# TRb SRC2 PPI = inhibitors of human thyroid hormone receptor beta-SRC2 interaction; TRbeta-SRC2 peptide binding, fluorescence polarization; receptor liganded with 1 µM T3; Potency, µM (titrated, usually from 106 µM), inactives show at the highest dose activity change, negative = inhibition, most hits filed as inhibitors; hit rate 0.065% among 280,000; AID 1469;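 note: plate controls were bound peptide for no effect and peptide without receptor for full effect; nearly all actives have a fitted effect of over 50% in size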
# Target sequence (P10828 whole entry, looked up): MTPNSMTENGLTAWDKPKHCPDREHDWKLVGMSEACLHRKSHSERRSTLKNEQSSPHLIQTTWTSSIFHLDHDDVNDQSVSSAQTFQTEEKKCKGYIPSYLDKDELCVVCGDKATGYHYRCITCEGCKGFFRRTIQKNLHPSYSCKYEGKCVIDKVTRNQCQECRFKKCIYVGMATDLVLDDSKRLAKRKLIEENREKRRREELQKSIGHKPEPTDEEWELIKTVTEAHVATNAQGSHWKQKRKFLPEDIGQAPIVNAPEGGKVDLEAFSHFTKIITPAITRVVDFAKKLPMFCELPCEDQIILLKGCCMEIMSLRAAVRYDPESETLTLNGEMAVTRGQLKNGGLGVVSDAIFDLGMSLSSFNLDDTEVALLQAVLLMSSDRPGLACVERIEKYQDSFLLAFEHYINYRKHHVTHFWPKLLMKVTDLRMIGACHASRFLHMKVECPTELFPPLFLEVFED
#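 Human TRb LBD (0.6 uM) plus Texas Red-labeled SRC2 peptide (20 nM), 1uM T3, 5% DMSO, 5 hr at ambient temperature. Decreased polarization (555/632 nm) flags inhibition; data normalized to free and bound peptide controls.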
# TR SRC2 fluor cs = Texas Red fluorescence interference in TRb-SRC2 counter-screen; hit rate 0.29% among 280,000; AID 1479; TRb/SRC2 Texas Red total fluorescence interference; Potency, µM (top dose mostly 106 µM), inactives show at the top dose fluorescence change, negative = quenching; active = well fitted curve in either direction with a large enough effect; inconclusive = small, poorly fitted or top-dose-only effect; note: % is set by controls: 0 for no effect and ±100 for the full control effect
#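 Human TRb ligand-binding domain at 0.6 uM with 20 nM Texas Red SRC2 peptide in Tris buffer containing 1 uM T3 and 5% DMSO, incubated with compound 5 h at ambient temperature. Total fluorescence (555/632 nm) calculated as parallel + 2 × perpendicular.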
# ALDH1A1 block = ALDH1A1 (human) enzyme inhibition | Potency, µM (series often up to 75.3 µM), without a hit: top-dose activity, negative = inhibition, usual class: inhibitors | P00352 | hit rate 7.3% among 220,000 | Purified ALDH1A1, NADH fluorescence, propionaldehyde substrate; active = well fitted inhibition curve with a large enough effect, not every such curve was filed as active; inconclusive = small, poorly fitted or top-dose-only effect, or another doubt; inactive = no such curve, though single readings can be large or run the other way;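 note: plate controls were no enzyme wells and a reference inhibitor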
# Target sequence (P00352 whole entry, looked up): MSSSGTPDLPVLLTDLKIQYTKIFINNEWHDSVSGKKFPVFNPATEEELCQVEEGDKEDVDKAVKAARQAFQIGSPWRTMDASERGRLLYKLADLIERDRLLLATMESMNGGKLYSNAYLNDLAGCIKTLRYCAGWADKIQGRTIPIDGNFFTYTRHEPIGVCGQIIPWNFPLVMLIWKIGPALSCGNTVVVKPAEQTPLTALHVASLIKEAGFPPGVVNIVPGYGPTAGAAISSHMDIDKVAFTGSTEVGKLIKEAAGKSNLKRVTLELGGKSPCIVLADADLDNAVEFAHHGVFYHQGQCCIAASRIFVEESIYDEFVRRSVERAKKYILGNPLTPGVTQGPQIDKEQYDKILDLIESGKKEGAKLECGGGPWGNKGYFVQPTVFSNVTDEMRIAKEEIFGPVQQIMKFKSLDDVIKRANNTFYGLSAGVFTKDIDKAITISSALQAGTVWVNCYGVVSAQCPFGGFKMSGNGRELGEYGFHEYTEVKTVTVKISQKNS
# RGS12 GoLoco inh = RGS12 GoLoco-Gai1 interaction inhibition. P63096. Gai1:RGS12 GoLoco peptide FP, rhodamine, 10 min. Potency, µM (highest dose often 61.6 µM), inactives show at the highest dose activity, negative = inhibition, actives largely listed as inhibitors. hit rate 0.44% among 230,000. AID 880; active = well fitted inhibition curve with a large enough effect, not every such curve was filed as active; inactive = no such curve, though single readings can be large or run the other way; note: % is set by controls: 0 for no effect and ±100 for the full control effect; nearly all actives have a fitted effect of over 30% in size; many of its hits are not listed in these tables
# JMJD2E inh = JMJD2E (human) inhibition | B2RXH2 | JMJD2E catalytic domain, FDH-coupled NADH fluorescence (FDH is formaldehyde dehydrogenase) | Potency, µM (series often up to 57.1 µM), without a hit: at the top dose activity change, negative = inhibition, most hits filed as inhibitors | hit rate 1.6% among 230,000; active = well fitted inhibition curve with a large enough effect, not every such curve was filed as active; inconclusive = small, poorly fitted or top-dose-only effect, or another doubt; inactive = no such curve, though single readings can be large or run the other way;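 note: 0% = wells with enzyme and -100% = buffer wells without enzyme; nearly all actives have a fitted effect of over 50% in size; many of its hits are not listed in these tables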
# LMNA splice mod = changes lamin A minigene splicing in HeLa cells. HeLa LMNA splicing GFP/RFP minigene ratio, 48 h. Potency, µM (top dose mostly 46.1 µM), inactives show at the top dose ratio change, negative = inhibition, hits mostly inhibitors. hit rate 0.01% among 200,000. AID 1487; active = well fitted inhibition curve with a large enough effect in the signal ratio, with a control signal flat, not every such curve was filed as active; inconclusive = small, poorly fitted or top-dose-only effect, or effect the other way, or a change in a side signal; the % refers to the signal ratio; note: % is set by controls: 0 for no effect and ±100 for the full control effect
#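 S3 HeLa stable clones carrying a lamin A-EGFP splicing minigene plus DsRed2 were seeded at 600 cells/well in Opti-MEM with 2% FBS, pin-dosed and incubated 48 h at 37°C. Acumen cytometry (488 nm) gave the GFP/RFP total-intensity ratio.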
# RECQ1 inh = blocks DNA unwinding by human RECQ1; P46063; RECQ1 DNA unwinding, red fluorescence kinetic read; Potency, µM (titrated, usually from 57.3 µM), for inactives: top-dose activity, negative = inhibition, most hits filed as inhibitors; hit rate 0.54% among 240,000; AID 2549;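 note: plate controls were vehicle for no effect and no enzyme for full effect; nearly all actives have a fitted effect of over 30% in size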
#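 RECQ1T1 50 nM; forked duplex (20 bp + 30-nt ss tails) 200 nM, ATP 2 mM final; pH 8.0, 2 mM MgCl2, 2.5 ug/ml poly(dI-dC); 15 min compound preincubation; discontinuous kinetic read over 2 h at RT.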
# SMN2 splice up = enhancers of SMN2 splice variant expression; hit rate 2.8% among 210,000; HEK293 SMN2-luciferase splicing reporter, luminescence, 30-36 h; Potency, µM (series often up to 46.1 µM), without a hit: at the top dose activity change, positive = activation, most hits filed as activators; note: % of control where 0% means no effect; nearly all actives have a fitted effect of over 55% in size
#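 HEK293 cells carry an SMN2 minigene-luciferase reporter in which exon 7 inclusion puts luciferase in frame. Cells were seeded at 2000 cells/well, attached for 10-12 hours, then exposed to compounds for 30-36 hours at 37C before ONE-Glo luminescence.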
# * marks the source's active call; other numbers are inactive results; i = inactive; ? = inconclusive; . = not tested or not shown; & = joins results of further samples; [ ] = remark or other dose. Unless noted, calls come from the whole dose curve; as a rule, active = well fitted curve in the direction sought with a large enough effect; inconclusive = small, poorly fitted or top-dose-only effect, or another doubt; inactive = no such curve, though single readings can be large; an effect the other way counts as inactive or inconclusive. Potency is the fitted concentration of half-maximal effect.
# Below each compound – TRb SRC2 PPI, TR SRC2 fluor cs, ALDH1A1 block, RGS12 GoLoco inh, JMJD2E inh, LMNA splice mod, RECQ1 inh, SMN2 splice up
> NC(=O)CSc1nnc(-c2ccc3c(c2)OCO3)o1
    5.8%, 0.7%, 6.0%, -5.4%, 5.5%, 4.9%[46 µM], i, 12.6µM*
> Cc1nc(N)nc(N)c1/C=C/C(C)(C)c1ccc(Cl)cc1
    3.6%, -2.7%, 4.1%, 8.5%, ?, ?, i, -52.6%[inhibitor]
> CC(C)c1nc2n[nH]c(N)c2c2c1CCCC2
    8.7%, -0.7%, 3.4%, ., 8.5%, -8.3%, -3.5%, .
> CNC(=O)COc1ccc(Cl)c2cccnc12
    -6.0%, -1.1%, -8.8%, 51.8%[activator], -3.1%, ., i, 7.9%
> N#CCOc1nc(N2CCOCC2)nc(N2CCOCC2)n1
    -0.4%, 0.0%, 2.3%, -5.6%, 10.4%, -12.5%, 0.9%, -11.5%
> COc1ccc(/C=N/NC(=O)c2ccc(N)cc2)cc1Cn1cc([N+](=O)[O-])cn1
    -4.1%, -4.5%, 0.7%, 7.9%, -0.3%, 3.2%[46 µM], -6.5%, -5.9%
> CN(C(=O)COC(=O)c1ccc2c(=O)n3c(nc2c1)CCC3)C1CCS(=O)(=O)C1 (stereo not drawn)
    -1.7%, -2.3%, -4.5%, 11.1%, ?, -10.1%[46 µM], 8.6%, -1.7%
> Oc1ccc(-c2[nH]ncc2-c2ccc(Cl)cc2)c(O)c1
    -1.2%, 0.8%, 1.9%, 9.9%, -2.6%, 4.4%, -2.3%, -27.3%
> CC(=O)OCC(=O)[C@]1(O)C(OC(C)=O)CC2C3CCC4=CC(=O)C=C[C@@]4(C)[C@]3(F)C(O)C[C@]21C (stereo partly drawn)
    -1.2%, -0.5%, 6.9%, -90.5%, -1.6%, ., -3.9%, 6.4%
> O=C(CN1CCN(S(=O)(=O)c2ccccc2[N+](=O)[O-])CC1)NC(=O)NCc1ccco1
    -3.1%, 2.1%, 4.9%, -5.6%, -2.9%, 4.0%[46 µM], i, 3.1%
> Cc1cnc(CNc2nc(-c3ccc(N(C)C)cc3)nc3ccccc23)cn1
    5.6%, -2.0%, -14.4%, -10.0%, ?, ?, ?, ?
> CCOc1ccccc1C1C(C#N)=C(SCC(=O)OC)NC(=O)C1C(=O)OC (stereo not drawn)
    -3.6%, -5.4%, 6.1%, -4.4%, 2.4%, -1.8%, -6.7%, -0.8%
> Brc1ccc2[nH]c3c(NCc4ccccn4)ncnc3c2c1
    3.0%, -6.5%, 6.9%, 6.0%, -5.6%, ., -13.5%, .
> COc1ccc(-c2[nH]ncc2CN(C)C(C)c2ccon2)cc1F (stereo not drawn)
    2.6%, -1.2%, -10.4%, 4.5%, 5.8%, -3.4%[46 µM], 6.9%, .
> Cc1cccc(-c2nnn(Cc3nnc(NC(=O)c4ccccc4)s3)n2)c1
    -4.1%, -2.4%, 10.7%, 4.9%, -0.2%, 7.0%, i, 6.2%
> C[C@](N)(COP(=O)(O)O)C(=O)O
    -2.1%, -3.3%, 4.5%, 8.1%, ?, ., -0.2%, .
> CC(=O)N1CCCN(Cc2nc(C3(c4ccc(C)cc4)CCCC3)no2)CC1
    -1.7%, -3.9%, 0.4%, 4.5%, 9.2%, ., -1.8%, .
> COc1ccccc1NC(=O)C1=C(C)Nc2nc(CCCO)nn2C1c1ccc2c(c1)OCO2 (stereo not drawn)
    9.4%, 0.2%, 14.1µM*, 17.2%, -1.2%, 2.3%, -0.1%, ?
> COC(=O)NC1CCS(=O)(=O)C1 (stereo not drawn)
    -2.3%, -5.0%, -0.3%, -0.1%, 8.4%, -2.1%, i, -2.1%
> N#C/C(=C/c1cn(-c2ccccc2)nc1-c1cccc(S(=O)(=O)N2CCCC2)c1)C(=O)NCc1ccco1
    5.2%, 1.8%, ?, 22.1%, ?, -2.3%, -17.7%, -5.0%
> Cc1nn(C)c(Oc2ccccc2)c1CCNS(=O)(=O)c1ccc(F)cc1
    2.6%, 0.6%, -12.2%, -7.6%, 11.9%, -16.3%, -13.6%, -31.1%[inhibitor]
> COC(=O)c1ccccc1NC(=O)CNC(=O)c1ccc(OC)cc1
    -4.5%, 0.8%, 1.3%, 0.7%, -15.6%, -10.3%[46 µM], 21.7%, -7.2%
> CC(CC(O)C1OC1(C)C)C1CCC2(C)C3=CCC4C(C)(C)C(=O)CCC4(C)C3CC[C@@]12C (stereo partly drawn)
    -7.0%, 1.7%, -9.8%, 3.5%, -1.0%, ., -4.0%, -24.4%
> Cn1cc(CN2CCN(c3ccc(Cl)cn3)CC2)c(-c2ccccc2F)n1
    -4.6%, -4.6%, ?, 1.2%, -6.3%, ., -3.0%, .
> Cc1ccccc1OCC(=O)Nc1nc2ccccc2[nH]1
    -6.8%, -1.1%, -0.1%, 2.3%, -9.5%, ., -1.9%, 17.8µM*
> CC(=O)Nc1nnc(C)s1
    3.0%, -3.0%, 3.6%, 3.7%, 10.7%, 2.8%, -0.3%, 6.5%
> CC1CCN(c2c(NCc3ccc(C(=O)NCCc4ccc(Cl)cc4)cc3)c(=O)c2=O)CC1
    5.5%, -2.1%, 5.9%, 8.3%, -1.8%, 11.6%, -2.7%, -22.8%
> C=C1NC(=O)c2cc(CN(C)c3ccc(C(=O)N[C@@H](CCC(=O)O)C(=O)O)s3)ccc2N1
    5.8%, -2.3%, ., -5.7%, ., ?, ., .
> CC1(C)CC(=O)c2cnc(N)nc2C1
    -1.4%, -0.3%, ?, -9.1%, 4.5%, -0.7%, -7.2%, 21.3%
> CCOC(=O)c1c(NC(=O)Cn2nc(C(F)(F)F)cc2C)sc(C)c1C
    8.9%, 9.2%, -2.2%, -19.7%, -8.3%, -11.7%, 0.2%, 5.7%
> O=C1CCC([N+](=O)[O-])C(c2ccc(Br)cc2)N1 (stereo not drawn)
    -0.7%, -1.1%, 13.9%, 3.5%, 11.2%, 7.6%, -10.0%, 11.6%
> COc1ccc(C(=O)NCCn2cc(SCC(=O)N3CCOCC3)c3ccccc32)cc1
    1.5%, -0.8%, -13.7%, 8.5%, -10.5%, -1.9%, -5.4%, -21.0%
> O=C(ONc1ccc(N=NC(=O)c2ccccc2O)cc1)c1ccccc1
    0.1%, 0.4%, ?, -1.5%, -28.2%, 4.6%, ?, .
> O=C(NCc1ccccc1)C1=C[C@@H](c2csc3ccccc23)C[C@@H](OCCCCO)O1
    6.5%, -0.3%, ?, 4.7%, -26.5%, ., -16.5%, .
> COC(=O)c1ccc(C(NC(=O)OCc2ccccc2)/C(=C/[C@@H](C)C(=O)N(C)Cc2cccnc2)c2cccnc2)cc1 (stereo partly drawn)
    2.5%, -6.3%, -0.1%, 5.3%, -12.5%, ., -6.2%, 4.8%
> Clc1ccc(Nc2ccccc2)nn1
    -1.1%, -3.2%, 21.3%, 7.0%, 1.5%, 16.6%[46 µM], 11.1%, .
> Cc1cccc(OCCCC(=O)Nc2ccc(S(=O)(=O)N3CCCC3)cc2)c1
    -9.5%, 2.0%, ?, 1.7%, 3.0%, -8.0%, -17.3%, -66.7%[inhibitor]
> N#Cc1nc(COc2ccccc2)oc1N1CCCCCC1
    3.3%, -6.0%, ?, 3.8%, -0.7%, 4.2%, -3.7%, -17.8%
> CC(=O)c1cc(Cl)ccc1OC(=O)c1ccco1
    -14.0%, 2.0%, -2.7%, 7.7%, 5.4%, -5.8%, i, 6.0%
> CCOC(=O)C1CN(S(=O)(=O)c2ccccc2)C1
    4.1%, -0.4%, 4.9%, 3.5%, -7.3%, 5.2%, -1.0%, 8.0%
> FC(F)(F)c1cccc(N2CCN(Cc3cccnc3)CC2)c1
    6.4%, -5.1%, -15.6%, 0.6%, ?, -4.4%, 0.9%, -3.8%
> COC(=O)C1=C(C)N(Cc2ccccc2)[C@]23O[C@](C(=O)OC)(C(=O)N2C1c1ccccc1)C1C(=O)N(C)C(=O)C13 (stereo partly drawn)
    0.2%&-2.2%[11.2 µM], -1.4%&-4.6%[11.2 µM], 0.0%&14.4%[13.5 µM], ., ., ., 5.2%&-0.9%[11.5 µM], .
> COc1ccc(C(CC(=O)O)NC(=O)C2CCCCC2)cc1 (stereo not drawn)
    10.1%, 1.3%, -2.4%, -5.1%, 9.8%, ?, -2.7%, -0.3%
> Nc1cc(-c2ccccc2)n2c(n1)nc1ccccc12
    -7.1%, 0.0%, ., 0.1%, 4.5%, ., -8.9%, .
> N#C/C(=C\N1CCOCC1)C(N)=O
    1.4%, 0.6%, ., 7.6%, 7.3%, ., -1.9%, .
> Cn1cc(Cl)c(C(=O)NC(=S)Nc2sc3c(c2C#N)CCCCC3)n1
    5.2%, -2.6%, ?, 6.8%, -13.4%, -16.6%, 0.4%, -45.7%[inhibitor]
> Cc1ccsc1/C=C1\SC(N2CC(C)OC(C)C2)=NC1=O (stereo not drawn)
    9.6%, -2.7%, 17.8µM*, 2.4%, -6.0%, -17.6%, -8.9%, 5.0%
> Cc1c(Cl)cccc1NC(=O)Nc1ccc(C(N)=O)cc1
    -9.0%, -2.0%, 11.5%, 8.7%, -1.3%, ., -5.3%, -28.0%
> Cc1nn(CC(=O)N2CCN(C)CC2)c(=O)c2ccccc12
    -1.6%, -1.2%, -2.7%, 4.1%, -1.2%, 4.4%[46 µM], -2.1%, .
> CCC(=O)Oc1oc(-c2ccccc2)nc1C=Nc1ccc(C)cc1
    0.4%, 0.1%, ., -1.2%, -9.8%, ., -20.9%, .
> C=CCNC(=O)CSc1cc([N+](=O)[O-])cc(S(=O)(=O)Cc2ccccc2)c1
    1.0%, -4.8%, 4.47µM*, -5.1%, 4.0%, 9.5%, -7.2%, -8.6%

# Compound activity (PubChem)

# Only part of the results is shown; rates above refer to the full screens.
